# From PubChem
# PfHsp90 set2 = growth inhibition of PfHsp90-expressing yeast, primary screen, antimalarial PfHsp90 inhibitor project, S. cerevisiae, BacTiter-Glo luminescence, single point, set 2; inhibition, % at 9.4 µM; BacTiter-Glo ATP, 48 h; yeast lacking PDR1 and PDR3 efflux regulators; 0.32% of 310,000 active;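 active = every replicate shows inhibition above about 80%, whatever the replicate mean, limit read from the data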;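 note: 0% = DMSO neutral controls and 100% = 20 µM radicicol positive controls; yeast relying on Plasmodium falciparum Hsp90 in place of its own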
# Rtt109 Vps75 = inhibitors of C. albicans Rtt109/Vps75 HAT, primary screen, biochemical, ThioGlo CoA-SH fluorescence, plate reader; purified Rtt109/Vps75, 4 h; inhibition, % at 34.9 µM; 0.16% of 330,000 active;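 active = inhibition of at least 50% in every replicate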
# PvdQ inh = P. aeruginosa PvdQ acylase inhibitors, primary screen, biochemical, fluorescence, plate reader and imaging, single point. inhibition, % at 10 µM. PvdQ acylase [Pseudomonas aeruginosa LESB58]. 0.063% of 340,000 active. purified PvdQ acylase; in the data active = inhibition above about 30%, passing the limit was not always enough;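 note: 0% = vehicle neutral wells and 100% = reference inhibitor wells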
# CAL PDZ FP-1 = untagged CAL PDZ binding inhibitors, primary screen, biochemical, fluorescence polarization, HTS; Golgi-associated PDZ and coiled-coil motif-containing protein (Homo sapiens), Q9HD26; purified CAL PDZ, TMR-peptide fluorescence polarization, 1 h; inhibition, % at 24.9 µM; 0.92% of 300,000 active; AID 602252, 2012;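 active = mean inhibition of at least 30% with at least half of replicates also reaching 30%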;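 note: 0% = DMSO neutral control and 100% = excess unlabeled competitor peptide PRC23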
# CAL PDZ FP-2 = CAL PDZ peptide-binding inhibitors, primary screen, biochemical, fluorescence polarization, Cer-tagged CAL PDZ, HTS | 0.02% of 330,000 active | purified CAL PDZ, TMR-peptide fluorescence polarization, 1 h | inhibition, % at 20 µM | Golgi-associated PDZ and coiled-coil motif-containing protein (Homo sapiens), Q9HD26 | AID 504414, 2011;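 active = highest replicate inhibition of at least 40%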;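 note: plate controls were DMSO neutral control wells for no effect and unlabeled competitor peptide control wells for full effect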
#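 Material: tagged CAL PDZ protein CerCALP, purified; buffer or medium: sodium phosphate/NaCl buffer pH 7.4 with TCEP, IgG, Thesit; also added: fluorescent TMR peptide probe; schedule: 1 h incubation at room temperature before polarization reading; technique: fluorescence polarization from S- and P-plane intensities, G-factor corrected; control set: unlabelled peptide and DMSO controls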
# NSD2 inh = NSD2 histone methyltransferase inhibitors, primary screen, biochemical, AlphaScreen, single concentration, set 2. Histone-lysine N-methyltransferase NSD2 (Homo sapiens), O96028. NSD2 peptide methylation, 120 min. inhibition, % at 12.5 µM. 0.54% of 310,000 active; in the data active = inhibition above about 50%
# SR-BI DiI-HDL act = activators of SR-BI mediated DiI-HDL uptake, primary screen, ldlA[mSR-BI] CHO cells, DiI fluorescence. 3 h; 100 = double the neutral-control signal. activation, % at 12.5 µM. 0.096% of 320,000 active. AID 504775, 2011;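 active = mean replicate activation of at least 60% and every replicate at or above 60%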;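 note: 0% = median plate neutral-control signal and 100% = twice that signal; values of inactives mirror those of a sister screen read the other way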
#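 Assay system: LDL receptor-deficient CHO ldlA cells overexpressing murine SR-BI / Medium: BSA-supplemented, HEPES-buffered Ham's F12, pH 7.4 / Probe or stimulus: DiI-labelled HDL at 10 µg/mL final / Timing: compound with DiI-HDL co-incubation, 3 h at 37 °C / Technique: bottom-read cell fluorescence after medium removal, ex 550/em 595 nm / Measure: HDL uptake via cellular fluorescence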
# MITF act = activators of MITF-driven TRPM1 promoter reporter, primary screen, cell-based, SK-MEL-5, luciferase, single point | activation, % at 12.5 µM | SK-MEL-5 TRPM1-promoter luciferase, 24 h; % of positive control, neutral wells = 0 | 0.75% of 300,000 active | AID 588334, 2011;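 active = mean activation of at least 80% with every replicate also reaching 80%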;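 note: 0% = neutral control wells and 100% = parthenolide positive control wells; values of inactives mirror those of a sister screen read the other way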
# dFosB activator = activators of delta FosB homodimer, primary screen, biochemical, fluorescence polarization, TAMRA-CDK5 oligo, single point | Protein FosB (Mus musculus), P13346 | purified delta FosB; percent of positive-control signal above neutral wells | activation, % at 25 µM | 0.99% of 340,000 active | AID 493131, 2011;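 active = mean activation above about 17%, with every replicate also reaching it, limit read from the data, passing the limit was not always enough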;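 note: fluorescence polarization rise as delta FosB binds a TAMRA Cdk5 AP-1 oligo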
# Target sequence (P13346 whole entry, looked up): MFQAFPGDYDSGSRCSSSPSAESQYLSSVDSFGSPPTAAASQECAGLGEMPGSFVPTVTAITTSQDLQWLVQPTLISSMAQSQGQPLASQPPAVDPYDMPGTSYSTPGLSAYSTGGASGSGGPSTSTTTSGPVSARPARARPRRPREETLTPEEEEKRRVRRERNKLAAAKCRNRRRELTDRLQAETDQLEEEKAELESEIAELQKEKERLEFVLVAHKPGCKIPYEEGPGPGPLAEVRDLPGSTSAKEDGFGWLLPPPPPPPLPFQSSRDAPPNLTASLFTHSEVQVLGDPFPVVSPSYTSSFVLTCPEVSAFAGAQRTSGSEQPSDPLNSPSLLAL
# SR-BI HDL uptake = inhibitors of SR-BI mediated HDL lipid uptake, primary screen, ldlA[mSR-BI] cells, fluorescence, single point | ldlA[mSR-BI] CHO cells, DiI-HDL uptake fluorescence, 3 h | inhibition, % at 12.5 µM | 0.96% of 320,000 active;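 active = mean replicate inhibition of at least 70% and a set share of replicates each scoring 70 or more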;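 note: 0% = median of neutral control wells and 100% = median of positive control wells; values of inactives mirror those of a sister screen read the other way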
# Target sequence (Q61009 whole entry, looked up): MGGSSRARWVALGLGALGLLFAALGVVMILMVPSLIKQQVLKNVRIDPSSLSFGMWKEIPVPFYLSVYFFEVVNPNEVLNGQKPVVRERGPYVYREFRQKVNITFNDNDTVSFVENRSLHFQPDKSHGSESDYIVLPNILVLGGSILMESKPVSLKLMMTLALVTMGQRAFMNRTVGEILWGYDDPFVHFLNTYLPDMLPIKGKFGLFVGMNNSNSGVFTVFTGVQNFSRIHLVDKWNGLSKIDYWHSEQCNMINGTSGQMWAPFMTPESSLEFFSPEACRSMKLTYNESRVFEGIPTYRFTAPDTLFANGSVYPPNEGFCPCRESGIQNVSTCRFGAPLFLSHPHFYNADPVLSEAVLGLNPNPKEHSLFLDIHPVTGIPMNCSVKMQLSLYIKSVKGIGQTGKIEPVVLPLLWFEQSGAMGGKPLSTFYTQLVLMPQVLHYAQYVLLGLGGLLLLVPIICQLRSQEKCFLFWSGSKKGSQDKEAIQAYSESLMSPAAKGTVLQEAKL
# The depositor's hits bear a star; / = no result given.
SMILES,PfHsp90 set2,Rtt109 Vps75,PvdQ inh,CAL PDZ FP-1,CAL PDZ FP-2,NSD2 inh,SR-BI DiI-HDL act,MITF act,dFosB activator,SR-BI HDL uptake
Cc1[nH]n(C(N)=S)c(=O)c1N=Nc1cccc([N+](=O)[O-])c1C,-23,16,-7,-3,0.4,-7,14,64,-3,-14
COc1cc(C(=O)N2CCN(c3cccc(C(F)(F)F)c3)CC2)ccc1OCC(=O)N1CCOCC1,-11,-4,-7,-10,-0.9,-2,1,0,-5,-1
O=C(NNc1nc2cc3c(cc2s1)OCO3)c1ccccc1,1,12,-3,/,-0.5,/,3,12,-3,-3
CCn1cnc2c1c(=O)n(Cc1cccc([N+](=O)[O-])c1)c(=O)n2Cc1ccccc1,2,3,-16,-4,-2.4,13,/,14,-8,/
CCOC(=O)C1=C(COC(=O)Cc2ccc(OC)c(OC)c2)NC(=O)NC1C (configuration not stated),-5,-2,-1,-10,0.7,2,0,-1,1,0
Cc1c(Cl)cccc1N/C(=N/S(=O)(=O)c1cccs1)c1ccccc1,-30,3,-10,-8,-0.4,-2,2,5,-11,-2
COc1ccc(/C(N)=N/OC(=O)c2ccco2)cc1OC,-6,4,1,-2,/,0,-19,65,-3,19
Cc1cc(C)n(-c2nnc(C)n2NS(C)(=O)=O)n1,-11,-2,-13,-4,-0.8,/,19,7,-9,-19
COc1ccc(CNC(=O)CN(C(=O)CCC(=O)Nc2ccccn2)c2cccc(C)c2C)cc1,28,0,-14,-1,-2.3,3,/,0,-10,/
O=C(NCCCNC(=O)c1ccco1)c1ccc(F)cc1,-22,-17,-18,/,-2.2,3,/,-5,0,/
Cc1cc(/C=N/NC(=O)C(O)(c2ccccc2)c2ccccc2)c(C)n1-c1ccccc1,/,-10,-1,-7,0.4,0,-55,6,-7,55
CSc1ccc(NC(=O)CC(C)=O)cc1,/,-8,3,1,0.1,3,-1,4,-1,1
Cc1cc(NC(=O)CSc2c3c(nc4ccccc24)CCC3)no1,6,-9,3,1,-0.8,/,-22,-14,-2,22
CCCC(=O)Nc1ccc(C(=O)COC(=O)c2cc(C)oc2C)cc1,-23,-5,-8,-3,-0.6,0,-52,-11,1,52
CNC(=O)c1ccccc1NC(=O)C1CC(=O)N(C(C)C)C1 (configuration not stated),13,0,-1,-3,-0.1,1,4,3,0,-4
Cc1c(C)c(C)c(S(=O)(=O)NCCC(=O)N2CCN(Cc3ccc(C#N)cc3)CC2)c(C)c1C,-15,-28,-14,1,-0.5,-4,-55,-2,-19,55
CCOc1cc(C#N)c(NC(=O)Cn2nnc3ccccc32)cc1OCC,-13,-5,-2,-3,-1.6,-2,/,/,-4,/
COC(=O)NNC(=O)C(c1ccccc1)c1ccccc1,35,-4,-13,-5,-0.9,-1,2,3,6,-2
CN(CC(=O)Nc1ccccc1Cl)C(=O)Cn1cnc2ccccc2c1=O,/,-5,-13,-3,-1.8,-1,9,3,-4,-9
CC1(C)OC(=O)C(=NNc2ccccc2C(=O)O)C(=O)O1,12,7,-4,0,1.1,/,/,6,-1,/
O=C(Cn1nc(-c2cccc(Cl)c2)ccc1=O)Nc1cccnc1,/,-5,-4,/,-4.2,-3,19,-2,-14,-19
COC(=O)CNC(=O)C1CCN(S(=O)(=O)c2cnc[nH]2)CC1,-4,-1,-6,-6,-0.7,-10,11,19,-1,-11
Cc1cc(C)n2c(SCC(=O)N(CC(C)C)c3c(N)n(CC(C)C)c(=O)[nH]c3=O)nnc2n1,-4,-1,-23,70*,-0.6,-9,-11,8,2,11
CN(C)C(=O)c1cc([N+](=O)[O-])ccc1O,23,-3,-10,/,-0.7,0,32,5,-2,-32
Cc1ncoc1C(=O)N1CCCC(N2CCN(c3cccc(C(F)(F)F)c3)CC2)C1 (configuration not stated),17,-3,-5,/,-2.0,-1,/,-7,-6,-20
COc1ccc(N=C2SC(C(N)=O)CC(=O)N2Cc2ccc3c(c2)OCO3)cc1 (configuration not stated),13,-5,-15,/,-1.0,-2,-3,-2,-1,3
CCCn1c(=O)c(C(=O)NC(C)c2ccccc2)c(O)c2ccccc21 (configuration not stated),2,-6,-1,-2,-0.9,1,0,/,-6,0
CCc1cc(C(=O)N2CCOCC2)c(NC2=NS(=O)(=O)c3ccccc32)s1,-2,0,-16,1,-1.1,-5,24,-8,0,-24
Cc1cc(Nc2ncc(Cl)cc2Cl)n(-c2ccccc2)n1,8,11,-7,2,-1.2,-2,-37,-13,-3,37
CC(NC(=O)CN(C1CCCCC1)S(C)(=O)=O)c1ccccc1 (configuration not stated),-2,-3,3,2,1.8,-5,19,3,-1,-19
CCC(=O)Nc1ccc(C(=O)N/N=C/c2c(C)[nH]c3ccccc23)cc1,3,-3,-3,10,1.7,1,-35,-14,-9,35
Nc1ncnc2c1ncn2[C@@H]1O[C@H](COS(=O)(=O)O)[C@@H](O)[C@H]1O,-17,-1,-13,-3,-0.5,/,21,-9,-2,-21
O=C(c1ccccc1CCc1ccccc1)N1CCN(c2ccccn2)CC1,-8,3,5,-3,-1.3,6,-18,8,-8,18
CN1CCN(CCNC(=O)c2ccc3nc(-c4ccc(F)cc4)c(-c4ccc(F)cc4)nc3c2)CC1,18,-9,-7,-10,-4.0,14,-45,-90,-2,45
CC(=O)NCCOC(=O)Nc1ccncc1,-1,6,-15,0,-0.6,-1,/,-5,-1,/
CCc1ccc2oc(-c3cccc(N)c3)nc2c1,-16,-9,-5,0,0.2,-4,20,21,4,-20

# Continued, overlapping the part above by two compounds.
SMILES,PfHsp90 set2,Rtt109 Vps75,PvdQ inh,CAL PDZ FP-1,CAL PDZ FP-2,NSD2 inh,SR-BI DiI-HDL act,MITF act,dFosB activator,SR-BI HDL uptake
CC(=O)NCCOC(=O)Nc1ccncc1,-1,6,-15,0,-0.6,-1,/,-5,-1,/
CCc1ccc2oc(-c3cccc(N)c3)nc2c1,-16,-9,-5,0,0.2,-4,20,21,4,-20
CN(C)S(=O)(=O)n1cc(/C=C(\NC(=O)c2ccccc2F)C(=O)NCCCN2CCOCC2)c2ccccc21,10,3,-5,-9,-1.0,1,13,14,-11,-13
S=C(Cc1ccccc1)NCCc1ccccc1,-14,5,7,-3,-0.5,/,11,3,-5,-11
CC(=O)c1cc2c(cc1NC(=O)c1cc3nc(C(C)C)cc(C(F)(F)F)n3n1)OCO2,6,-4,1,0,-1.0,-6,-63,4,2,63
CC1(C(=O)N/N=C/c2c(F)c(F)c(F)c(F)c2F)CC1(Cl)Cl (configuration not stated),-13,1,-13,/,-1.0,-3,6,/,-9,-6
CCc1ccc(CNC(=O)CCc2nc(-c3cccs3)no2)cc1,18,1,-11,/,-0.6,/,-9,/,-7,5
CS(=O)(=O)c1ccccc1C(=O)Nc1ccc(-c2nc3ccccc3[nH]2)cc1,3,8,-17,-6,-3.7,0,-49,64,-10,49
CC(C)n1cnc2cc(NCc3ccco3)ccc21,6,-5,-24,/,-1.3,12,-8,25,-3,8
O=C(c1nc2ncccn2n1)N1CCN(c2ccc(F)cc2)CC1,-10,-4,-13,-6,-1.4,2,13,-5,0,-13
O=[N+]([O-])c1ncn(C23CC4CC(CC(C4)C2)C3)n1,-15,7,-19,-3,-7.2,1,/,/,-10,/
O=C(Nc1ccccc1)N(Cc1ccc2c(c1)OCO2)Cc1nc2ccccc2c(=O)[nH]1,17,3,-11,-4,/,12,6,4,-7,-6
NC(=O)CCCc1nc(-c2ccccc2Cl)no1,-5,4,-8,5,0.5,-7,20,11,1,-20
Cc1ccccc1-n1c(-c2ccc3ccccc3n2)n[nH]c1=S,2,2,-25,-1,-1.2,2,3,-12,0,-3
O=C(NCc1ccncc1)Nc1cccc(Cl)c1,-9,-12,-10,1,-4.2,-22,2,22,5,-2
Cc1cc(C)c2c(N)c(S(=O)(=O)c3ccccc3)sc2n1,-5,0,-8,-2,-0.5,-3,-14,-10,-2,14

# A portion from the list above, for reference:
SMILES,PfHsp90 set2,Rtt109 Vps75,PvdQ inh,CAL PDZ FP-1,CAL PDZ FP-2,NSD2 inh,SR-BI DiI-HDL act,MITF act,dFosB activator,SR-BI HDL uptake
S=C(Cc1ccccc1)NCCc1ccccc1,-14,5,7,-3,-0.5,/,11,3,-5,-11
CC(=O)c1cc2c(cc1NC(=O)c1cc3nc(C(C)C)cc(C(F)(F)F)n3n1)OCO2,6,-4,1,0,-1.0,-6,-63,4,2,63
CC1(C(=O)N/N=C/c2c(F)c(F)c(F)c(F)c2F)CC1(Cl)Cl (configuration not stated),-13,1,-13,/,-1.0,-3,6,/,-9,-6
CCc1ccc(CNC(=O)CCc2nc(-c3cccs3)no2)cc1,18,1,-11,/,-0.6,/,-9,/,-7,5
CS(=O)(=O)c1ccccc1C(=O)Nc1ccc(-c2nc3ccccc3[nH]2)cc1,3,8,-17,-6,-3.7,0,-49,64,-10,49
CC(C)n1cnc2cc(NCc3ccco3)ccc21,6,-5,-24,/,-1.3,12,-8,25,-3,8
O=C(c1nc2ncccn2n1)N1CCN(c2ccc(F)cc2)CC1,-10,-4,-13,-6,-1.4,2,13,-5,0,-13
O=[N+]([O-])c1ncn(C23CC4CC(CC(C4)C2)C3)n1,-15,7,-19,-3,-7.2,1,/,/,-10,/
O=C(Nc1ccccc1)N(Cc1ccc2c(c1)OCO2)Cc1nc2ccccc2c(=O)[nH]1,17,3,-11,-4,/,12,6,4,-7,-6
NC(=O)CCCc1nc(-c2ccccc2Cl)no1,-5,4,-8,5,0.5,-7,20,11,1,-20
Cc1ccccc1-n1c(-c2ccc3ccccc3n2)n[nH]c1=S,2,2,-25,-1,-1.2,2,3,-12,0,-3
O=C(NCc1ccncc1)Nc1cccc(Cl)c1,-9,-12,-10,1,-4.2,-22,2,22,5,-2
Cc1cc(C)c2c(N)c(S(=O)(=O)c3ccccc3)sc2n1,-5,0,-8,-2,-0.5,-3,-14,-10,-2,14
